Kir21 block: blocks the mouse Kir2.1 inward-rectifier potassium channel. HEK293-Kir2.1, FluxOR thallium flux fluorescence; active compounds read low. B-score at 10 µM. 0.85% of 310,000 active;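 active = fluorescence ratio B-score at or below minus 3 SD of library scores, with starting-brightness B-score within 2 SD, cut at about -4.2 in these data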;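 also: channel flux triggered by added potassium and thallium sulfate stimulus; B-score of peak minus minimum fluorescence over baseline after thallium stimulus; more negative B-score means stronger Kir2.1 block with less thallium influx; some compounds called inactive have numbers as strong as hits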
KCNQ2 inh: KCNQ2 potassium channel inhibitors, primary screen, cell-based, CHO-K1, FluxOR thallium flux, B-score (AID 2156); O88943; 20 min; active compounds read low; B-score at 10 µM; 1.1% of 310,000 active;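 active = fluorescence ratio B-score at most minus 3 library SDs, with starting brightness B-score within 2 library SDs, cut at about -5.5 in these data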
Target sequence (O88943 whole entry, looked up): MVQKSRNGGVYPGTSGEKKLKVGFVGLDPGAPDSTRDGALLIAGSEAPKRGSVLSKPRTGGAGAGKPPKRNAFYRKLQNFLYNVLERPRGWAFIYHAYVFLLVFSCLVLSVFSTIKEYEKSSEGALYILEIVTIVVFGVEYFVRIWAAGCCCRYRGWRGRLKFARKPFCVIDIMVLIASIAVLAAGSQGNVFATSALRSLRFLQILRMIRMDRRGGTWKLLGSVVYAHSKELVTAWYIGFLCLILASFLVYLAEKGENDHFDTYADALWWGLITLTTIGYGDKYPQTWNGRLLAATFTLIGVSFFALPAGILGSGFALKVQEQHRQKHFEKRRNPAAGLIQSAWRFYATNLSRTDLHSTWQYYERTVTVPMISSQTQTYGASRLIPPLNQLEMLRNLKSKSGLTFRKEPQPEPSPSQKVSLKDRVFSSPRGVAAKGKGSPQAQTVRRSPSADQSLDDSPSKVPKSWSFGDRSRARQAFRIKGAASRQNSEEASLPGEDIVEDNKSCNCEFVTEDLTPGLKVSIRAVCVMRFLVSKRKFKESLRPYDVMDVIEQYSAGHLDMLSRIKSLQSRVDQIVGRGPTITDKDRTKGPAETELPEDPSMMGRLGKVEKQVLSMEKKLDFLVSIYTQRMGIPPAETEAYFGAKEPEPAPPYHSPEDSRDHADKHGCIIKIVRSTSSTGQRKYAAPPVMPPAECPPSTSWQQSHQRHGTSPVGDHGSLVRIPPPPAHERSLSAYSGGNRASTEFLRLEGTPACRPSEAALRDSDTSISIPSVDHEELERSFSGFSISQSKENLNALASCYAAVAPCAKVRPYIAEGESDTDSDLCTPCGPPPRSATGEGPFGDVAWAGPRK
An asterisk follows results filed as active; i = inactive.

SMILES | Kir21 block | KCNQ2 inh
O=C(OCC1OC(Oc2ccc(O)cc2)C(O)C(O)C1O)c1ccccc1 (stereo unspecified) | -1.2 | i
CC(=O)Nc1ccc(S(=O)(=O)Oc2ccc(C(=S)N3CCCCC3)cc2)cc1 | -0.02 | i
C=CCn1cc(F)c(=O)n(CC=C)c1=O | 1.1 | i
O=C(NCCC1=CCCCC1)C1CCC(CNc2c(N3CCCC3)c(=O)c2=O)CC1 (stereo unspecified) | 2 | i
CCc1oc2ccccc2c1C(=O)c1cc(Br)c(O)c(Br)c1 | -1.2 | i
CCN(N=Nc1cccc([N+](=O)[O-])c1)c1cccc([N+](=O)[O-])c1 | -1.5 | i
Cn1c(=O)n(C)c2cc(NC(=O)c3ccc(F)cc3)c(Br)cc21 | -0.42 | i
CC(C(=O)Nc1ccccc1Oc1ccccc1)c1ccccc1 (stereo unspecified) | -5* | i
O=C(NCc1ccccc1)c1ccccc1C(=O)c1ncc[nH]1 | -0.95 | i
CCCCCCCCSc1nnc(-c2ccc(OC)cc2)o1 | -0.83 | i
Cc1ccc(S(=O)(=O)c2cc3cc(Br)ccc3oc2=O)cc1 | 0.52 | i
CCCS(=O)(=O)N1CCC(C(=O)N2CCCC2)CC1 | 1 | i
COC(=O)c1ccccc1NC(=O)c1cc(C2CC2)on1 | -2.3 | i
CCCCCC(=O)Nc1cccc(C2=NOC3(C2)C[C@@H](C(N)=O)N(C(=O)c2cc([N+](=O)[O-])cc([N+](=O)[O-])c2)C3)c1 (stereo partly specified) | 0.14 | i
Cc1cccc(C)c1N1CCN(C(=O)Cn2cncn2)CC1 | -0.47 | i
CC(C)N(C(=O)/C=C/c1cccc([N+](=O)[O-])c1)C(C)C | -0.55 | i
O=C(/C=C/c1cccc(O)c1)c1cccnc1 | -4 | i
CC(NC(=O)c1cccc(S(=O)(=O)N(C)C)c1)c1nc2ccccc2[nH]1 (stereo unspecified) | 0.89 | i
CC(c1ccccc1F)n1cc(C(=O)NCCCn2ccnc2)nn1 (stereo unspecified) | 0.68 | i
CCOC(=O)C1CCN(S(=O)(=O)c2ccc3c(c2)NC(=O)C(C)S3)CC1 (stereo unspecified) | -1.9 | i
O=C(NC1CCCCC1)C(c1cccs1)N(C(=O)c1ccco1)c1ccc2c(c1)OCCO2 (stereo unspecified) | 1.6 | i
O=C(CCNC(=O)c1ccco1)Nc1ccccc1 | 0.72 | i
CCNC(=O)c1c(N)sc2c1CCCCC2 | -2.1 | i
CCOc1ccc(/C=C2/SC(=S)N(n3c(C)ccc3C)C2=O)cc1 | -0.33 | i
CCCNC(=O)CSc1nnc(-c2ccc(F)cc2)o1 | -0.13 | i

Structural class, the compounds so far containing a nitro group on carbon
SMILES | Kir21 block | KCNQ2 inh
CCN(N=Nc1cccc([N+](=O)[O-])c1)c1cccc([N+](=O)[O-])c1 | -1.5 | i
CCCCCC(=O)Nc1cccc(C2=NOC3(C2)C[C@@H](C(N)=O)N(C(=O)c2cc([N+](=O)[O-])cc([N+](=O)[O-])c2)C3)c1 (stereo partly specified) | 0.14 | i
CC(C)N(C(=O)/C=C/c1cccc([N+](=O)[O-])c1)C(C)C | -0.55 | i

The main list resumes; the 6 compounds before the break are reprinted first.
SMILES | Kir21 block | KCNQ2 inh
CCOC(=O)C1CCN(S(=O)(=O)c2ccc3c(c2)NC(=O)C(C)S3)CC1 (stereo unspecified) | -1.9 | i
O=C(NC1CCCCC1)C(c1cccs1)N(C(=O)c1ccco1)c1ccc2c(c1)OCCO2 (stereo unspecified) | 1.6 | i
O=C(CCNC(=O)c1ccco1)Nc1ccccc1 | 0.72 | i
CCNC(=O)c1c(N)sc2c1CCCCC2 | -2.1 | i
CCOc1ccc(/C=C2/SC(=S)N(n3c(C)ccc3C)C2=O)cc1 | -0.33 | i
CCCNC(=O)CSc1nnc(-c2ccc(F)cc2)o1 | -0.13 | i
COc1cc(Cl)ccc1NC(=S)N(CCN(C)C)C(C)c1ccncc1 (stereo unspecified) | -0.12 | i
CCCCNC(=O)c1ccc2c(c1)ncn2C1CCCCC1 | -0.64 | i
S=c1[nH]nc(COc2ccccc2)n1/N=C/c1cccc(Cl)c1Cl | -0.44 | i
O=C1NC(=S)CN1c1ccccc1 | -0.2 | i
COc1ccc(Br)cc1/C=N/Nc1ccccn1 | 0.66 | i
S=c1nc(Cc2ccccc2)[nH]c2ccccc12 | -0.58 | i
O=c1[nH]c2ccc(S(=O)(=O)N3CCCCC3)cc2s1 | -0.89 | i
Cc1c(C(=O)NC2CCS(=O)(=O)C2)oc2ccccc12 (stereo unspecified) | 0.36 | i
CCOC(=O)c1ccc(-n2ccnc2)c(NC(=O)c2ccc(C(C)(C)C)cc2)c1 | -0.26 | i
C/C(=N\NC(=O)c1cccc(Br)c1)c1ccccn1 | 0.01 | i
O=C(CCCCCn1c(=S)[nH]c2ccc(N3CCOCC3)cc2c1=O)NCc1ccccc1 | -0.5 | i
O=[N+]([O-])c1ccccc1S(=O)(=O)c1ccccc1[N+](=O)[O-] | 1.6 | i
Cc1ccc(C(c2nnnn2CC2CCCO2)N2CCN(C)CC2)cc1 (stereo unspecified) | 0.04 | i
Cc1cc(Br)ccc1NC(=O)CN(C)Cc1cccs1 | -1.6 | i
COc1ccc(N2C(=O)CC(Sc3ccccc3C(=O)O)C2=O)c([N+](=O)[O-])c1 (stereo unspecified) | 2.4 | i
COC(=O)/C=C1/N/C(=N\c2nc(C)cc(C)n2)N(c2ccc(Cl)cc2)C1=O | -2.1 | i
CCCC(=O)Nc1ccc(Cl)c(NC(=O)c2cccc(OC)c2)c1 | -0.67 | i
COC(=O)C(c1cc(OC)c(O)c(OC)c1)(N1CCNC(C)C1)C(F)(F)F (stereo unspecified) | -0.02 | i
CCCCCc1nc2c(c3c1CCCC3)CCCC2 | 0.1 | i
COc1ccc(OCCOC(=O)c2nc3nccc(C)n3n2)cc1 | -0.7 | i
CCc1cc2cc3c(cc2nc1SCC(=O)OC(C)C)OCO3 | 0.04 | i
CCCc1cc(=O)[nH]c(SCc2ccccc2Cl)n1 | 0.73 | i
O=C(O/N=C\c1ccc(N2CCCCC2)c([N+](=O)[O-])c1)c1c(F)cccc1F | 0.45 | i
CCOC(=O)c1cc2occc2n1CC(=O)N1CCOCC1 | 0.02 | i
CC(C)c1nc(SCC(=O)NC(=O)NC(C)(C)C)n[nH]1 | 2.4 | i

Some of these compounds in order of SMILES length, rising.
SMILES | Kir21 block | KCNQ2 inh
CCCCCc1nc2c(c3c1CCCC3)CCCC2 | 0.1 | i
COc1ccc(OCCOC(=O)c2nc3nccc(C)n3n2)cc1 | -0.7 | i
CCOC(=O)c1ccc(-n2ccnc2)c(NC(=O)c2ccc(C(C)(C)C)cc2)c1 | -0.26 | i

Next compounds follow.
SMILES | Kir21 block | KCNQ2 inh
COc1ccc(/C(N)=N/OC(=O)Oc2ccccc2)cc1OC | 1.7 | i
CCOC(=O)C(NCc1ccc2c(c1)OCO2)(NC(=O)CC)C(F)(F)F (stereo unspecified) | -0.02 | i
CCN1C(=O)CSC1=Nc1ccc(C(=O)O)cc1 | -0.23 | i
CCOC(=O)c1ccccc1NS(=O)(=O)c1ccccc1 | -2.7 | i
CC(C)COC(=O)c1cccc2c1-c1ccccc1/C2=N\O | -1.3 | i
COc1ccc(N=C2NC(=O)/C(=C\C=C\c3ccccc3)S2)cc1 | 1.8 | i
C=C(C)COc1cc2oc(=O)c(CC(=O)N3C[C@H]4C[C@@H](C3)c3cccc(=O)n3C4)c(C)c2cc1Cl | -0.87 | i
CCCCNC(=O)c1ccc(NC(C)=O)c(Cl)c1 | 0.18 | i
COc1cccc(O)c1CN1CCC(Oc2ccc(C(=O)NCc3ccccn3)cc2)CC1 | -2.7 | i
CCc1cc(=O)oc2cc(C)cc(OC(C)C(=O)NCCCN3CCCC3=O)c12 (stereo unspecified) | -0.27 | i
CS(=O)(=O)c1cc([N+](=O)[O-])c(Sc2nc3ccccc3[nH]2)c([N+](=O)[O-])c1 | -2.7 | i
CC(C)Oc1ccc(CC(=O)NNC(=S)Nc2ccc(Br)cc2)cc1 | -0.38 | i
Cc1ccc2[nH]c(O)c(N=NC(=O)C(C)n3cnc4ccccc4c3=O)c2c1 (stereo unspecified) | -0.12 | i
CCOc1ccc(-n2nnnc2SCC(=O)c2ccccc2)cc1 | 1.1 | i
COC(=O)C1CN(C(=O)COc2cc(C)cc(C)c2)c2ccccc2O1 (stereo unspecified) | -0.13 | i
CCn1c2ccccc2c2cc(NC(=O)CSc3nnc(-c4cccc(Cl)c4)o3)ccc21 | 0.91 | i
O=C(COC(=O)CNC(=O)c1ccc(Cl)cc1Cl)Nc1cccc(S(=O)(=O)N2CCCC2)c1 | -0.02 | i
Cc1ccc(OCC(=O)c2cc(C)n(Cc3ccco3)c2C)c([N+](=O)[O-])n1 | 1.2 | i
CCN(CC)S(=O)(=O)c1ccc(NC(=O)c2cc(-c3cccs3)nc3ccccc23)cc1 | -0.83 | i
CCOC(=O)/C=C/C(=O)Nc1ccc(Oc2ccccc2)cc1 | -0.89 | i
Cn1nnnc1SCC(=O)NCc1cccc(C(=O)O)c1 | 1.9 | i
CC(C)N(C(=O)C1CC(=O)OC12CCCCC2)C(C)C (stereo unspecified) | -0.07 | i
CSc1ncc(CNc2cc([N+](=O)[O-])ccc2C)c(N)n1 | -0.48 | i
O=C(Cn1c(=O)sc2ccccc21)Nc1ccccc1C(=O)O | 1.7 | i
COc1cccc(CNC(=O)C2CCCN2S(=O)(=O)c2ccc3c(c2)C(C)(C)C(=O)N3C)c1 (stereo unspecified) | -0.17 | i
SMILES | Kir21 block | KCNQ2 inh
NS(=O)(=O)c1ccc(-c2ccc(/C=C3\SC(=O)NC3=O)o2)cc1 | 1.1 | i
C=CCNC(=O)c1ccc(Cn2c(=S)[nH]c3cc4c(cc3c2=O)OCO4)cc1 | -0.42 | i
Cc1ccc(NN=C2c3ccccc3-c3ccccc32)cc1 | 0.92 | i
Cc1c(C(=O)OCc2ccccc2)[nH]c2c1C(=O)CC(c1ccco1)C2 (stereo unspecified) | 1.2 | i
OCCOc1ccc(C2=NCCO2)cc1 | -0.87 | i
CCCOc1ccc(OCCCCNC(C)CC)cc1 (stereo unspecified) | 1.1 | i
COc1ccc(-c2cc(CNS(=O)(=O)c3cc(OC)ccc3OC)on2)cc1 | -0.96 | i
O=C(CCN1C(=O)c2ccccc2C1=O)N1CCN(c2ccccn2)CC1 | -0.21 | i
Cc1ccc(O)c(NC(=O)CSc2n[nH]c(C)c2[N+](=O)[O-])c1 | -0.64 | i
S=c1[nH]nc(C2CCCCC2)n1/N=C/C=C/c1ccccc1 | 3 | i
CC(C)c1ccc(OCC(=O)NC2CCCC2)cc1 | -1 | i
COc1ccc(S(=O)(=O)Nc2ccc(N3CCOCC3)cc2)cc1[N+](=O)[O-] | 1.1 | i
COc1ccc(CC(=O)NCc2nnc(SCCOc3ccccc3)n2C)cc1 | -0.04 | i
CCOC(=O)C1=C(CS(=O)(=O)c2ccccc2)NC(=O)NC1c1ccc(OC)c(OC)c1 (stereo unspecified) | 1.2 | i
CCOC(=O)c1c(NC(=O)CC)sc(C(=O)NC2CCCC2)c1C | -0.59 | i
Cc1ccc(N(C(=O)c2snc(C(N)=O)c2N)C(C(=O)NC2CCCC2)c2ccco2)cc1 (stereo unspecified) | 0.17 | i
O=C(CNC(=O)c1ccncc1)N/N=C/c1cc(Br)ccc1OCc1ccccc1 | -0.08 | i
CCOC(=O)c1cnc2c(ccc3ccccc32)c1NCCN(C)C | 0.48 | i
CCOC(=O)C(=CNc1cc(C)ccc1C)C(=O)OCC | 0.13 | i
Cc1ccc(S(=O)(=O)NC(C)C(=O)N2CCOCCOCCOCC2)cc1 (stereo unspecified) | 1.1 | i
CCn1cc(/C=N/NS(=O)(=O)c2ccc(C)cc2)c(C)n1 | -0.02 | i
Cc1cc(C)cc(NS(=O)(=O)c2c(C(=O)N3CCCCCC3)c(C)n(C)c2C)c1 | 1.9 | i
Cc1ccc([N+](=O)[O-])c(-c2n[nH]c(=S)n2-c2cccc(Cl)c2)c1 | 0 | i
O=C(COc1ccc2ccc(=O)oc2c1)N1CCc2ccccc21 | 1.1 | i
Cc1nn(Cc2cccc(C(=O)NC3CCCCC3)c2)c(C)c1Cl | -2.4 | i
SMILES | Kir21 block | KCNQ2 inh
O=C(NCCOCCOCCNC(=O)c1cccnc1)c1cccnc1 | 0.32 | i
CCCC(C)NC(=O)CSc1nnc2ccccn12 (stereo unspecified) | 1.3 | i
COc1ccc(S(=O)(=O)N2CCOCC2)cc1NC(=O)CSc1n[nH]c(=O)n1C1CC1 | 0.52 | i
C=CCOc1cccc(C2/C(=C(\O)c3ccc4c(c3)OCCO4)C(=O)C(=O)N2CCN2CCOCC2)c1 (stereo unspecified) | 0.14 | i
Cc1cc(C)cc(N2CC(C(=O)Nc3cc(C)on3)CC2=O)c1 (stereo unspecified) | 2.6 | i
CN(Cc1cccs1)CC(O)COCc1ccco1 (stereo unspecified) | -0.14 | i
Cn1c(=S)[nH]c2scc(-c3cccs3)c2c1=O | -0.02 | i
C=C(C)Cn1c(SCC(=O)N/N=C/c2ccccc2)nc2ccccc2c1=O | 0.1 | i
COC(=O)c1ccc(CN2CCCC(CNC(=O)Cc3ccc(OC)cc3)C2)cc1 (stereo unspecified) | -1.3 | i
COc1ccc(NC(=O)COC(=O)CCOc2ccccc2C)cc1Cl | -0.03 | i
Cc1cc(/C=N/N2CCN(C)CC2)c(C)n1-c1ccc(Cl)cc1 | -1.6 | i
C=CSc1sc(Cl)c(N2CCOCC2)c1[N+](=O)[O-] | -0.97 | i
S=c1nc(C23CC4CC(CC(C4)C2)C3)[nH][nH]1 | -0.62 | i
Cc1ccc(-n2c(SCC(=O)N3CCCCC3)nc(O)c(Cc3ccccc3)c2=O)cc1 | -0.4 | i
N#Cc1cccc(NC(=O)Cn2c3[n+](c4ccc(C(F)(F)F)cc42)CCCCC3)c1 | 0.08 | i

The order is random, and some 1.9% of all compounds hit somewhere here.
